HCMV antiviral: inhibitors of human cytomegalovirus | HFF cells, HCMV-luciferase reporter, 72 h; stronger effect = lower value | activity change, negative = inhibition, % at 57.5 µM | actives 4.5% (n = 410,000); in the data active means activity change below about -60%; inconclusive means no clear call, values can overlap the other calls; inactive means above about -39%
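Steps: HFFs plated, 16 h 37C; compounds added; HCMV-luciferase added to MOI 1 PFU/cell; 72 h 37C; OneGlo reagent, 5 min room temperature; luminescence read, normalized to controls.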
HCV inh: blocks hepatitis C virus | Huh7.5.1 HCVcc-Cre infection, luciferase reporter, 44 h | Potency, µM (titrated, usually from 41.8 µM), for the others: top-dose activity change, negative = inhibition, actives largely listed as inhibitors | actives 3.4% (n = 340,000); further: potency means the concentration at half of the fitted maximal effect
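A cell-based infection assay in which seeded cells (1,000 per well) receive test compound after 4 h, are inoculated with HCVcc-Cre at approximately 0.5 moi, and are incubated 44 h before luminescence detection.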
AmpC inh no detg: blocks E. coli AmpC beta-lactamase in detergent-free assay; actives 0.52% (n = 330,000); Potency, µM (top dose mostly 57.1 µM), for the others: top-dose activity change, negative = inhibition, most hits filed as inhibitors; AmpC nitrocefin hydrolysis, absorbance 480 nm, 0.0001% Triton;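 further: potency means the concentration at half of the fitted maximal effect; plate controls were no compound for no effect and no enzyme for full effect; nearly all actives have a fitted effect of over 20% in size; some results filed as inactive show a strong effect at the top dose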
Target sequence (P00811 whole entry, looked up): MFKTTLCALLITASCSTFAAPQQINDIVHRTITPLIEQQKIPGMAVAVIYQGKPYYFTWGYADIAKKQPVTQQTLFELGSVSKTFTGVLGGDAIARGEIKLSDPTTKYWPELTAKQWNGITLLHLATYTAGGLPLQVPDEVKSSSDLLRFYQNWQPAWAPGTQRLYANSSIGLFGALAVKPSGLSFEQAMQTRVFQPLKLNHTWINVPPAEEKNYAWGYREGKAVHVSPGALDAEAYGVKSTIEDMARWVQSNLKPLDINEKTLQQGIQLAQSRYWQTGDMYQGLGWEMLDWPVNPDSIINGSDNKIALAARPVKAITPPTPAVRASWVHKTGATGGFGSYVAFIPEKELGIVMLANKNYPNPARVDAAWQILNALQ
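20 mM phosphate pH 7.0 + 0.01% (detergent screen) or 0.0001% Triton X-100; 5.3 nM AmpC reagent; cpd preinc 15 min RT; nitrocefin (800 uM stock) to start; A480 q20 s × 4 min; Activity was normalised to no-enzyme and no-compound control wells.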
FBPA Giardia inh: Giardia lamblia aldolase inhibition; A8B2U2; purified Giardia FBPA; actives 0.71% (n = 290,000); AID 2451; Potency, µM (doses to about 59.6 µM), without a hit: top-dose activity, negative = inhibition, most hits filed as inhibitors; further: potency means the concentration at half of the fitted maximal effect; nearly all actives have a fitted effect of over 55% in size
Target sequence (A8B2U2 whole entry, looked up): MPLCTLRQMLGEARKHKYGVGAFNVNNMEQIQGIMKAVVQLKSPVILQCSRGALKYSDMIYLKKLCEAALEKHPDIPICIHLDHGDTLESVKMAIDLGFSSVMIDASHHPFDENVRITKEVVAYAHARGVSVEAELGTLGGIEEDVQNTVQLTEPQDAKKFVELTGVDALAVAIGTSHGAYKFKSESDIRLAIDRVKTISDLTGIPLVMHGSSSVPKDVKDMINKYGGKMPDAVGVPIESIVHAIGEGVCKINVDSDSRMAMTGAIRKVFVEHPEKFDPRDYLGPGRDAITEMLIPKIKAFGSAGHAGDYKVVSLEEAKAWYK
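Giardia FBPA (40 nM reagent) was preincubated 10 min at RT with compound (up to 57.5 uM final), then substrate plus GAPDH/TPI/NAD/arsenate coupling system with diaphorase/resazurin was added; resorufin fluorescence (525/598 nm) was read after 20 min.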
Sm TGR inh: blocks Schistosoma mansoni thioredoxin glutathione reductase; Q962Y6; purified TGR, DTNB reduction, TNB absorbance 405 nm; AID 485364; Potency, µM (series often up to 114 µM), without a hit: at the top dose activity change, negative = inhibition, most hits filed as inhibitors; actives 3% (n = 360,000); further: potency means the concentration at half of the fitted maximal effect; nearly all actives have a fitted effect of over 60% in size
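TGR 20 nM + NADPH 100 uM (dispensed conc.), cpd preinc 15 min RT; start with NADPH (500 uM addition) then DTNB (15 mM addition). Kinetic TNB absorbance, 405 nm filter. Four-parameter Hill fit across titration.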
AmpC inh detg: blocks E. coli AmpC beta-lactamase in detergent assay; Potency, µM (titrated, usually from 114 µM), for the others: at the highest dose activity change, negative = inhibition, actives largely listed as inhibitors; actives 0.041% (n = 370,000); AmpC hydrolysis of nitrocefin, absorbance 480 nm, 0.01% Triton; AID 485294;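 further: potency means the concentration at half of the fitted maximal effect; 0% = no-compound wells and -100% = no-enzyme wells; nearly all actives have a fitted effect of over 25% in size; some results filed as inactive show a strong effect at the top dose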
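AmpC (5.3 nM in the dispensed reagent) in 20 mM phosphate pH 7.0 with 0.01% (detergent screen) or 0.0001% Triton X-100 was preincubated with compounds for 15 min at room temperature. Nitrocefin was then added from an 800 uM solution, and hydrolysis was followed at 480 nm.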
Active calls of the source: *; ? = inconclusive; . = no result given; & = joins results of further samples; [ ] = remark or other dose. Unless noted, the call rests on the fitted dose curve; in most records, active means well fitted curve in the direction sought with a large enough effect; inconclusive means small, poorly fitted or top-dose-only effect, or another doubt; inactive means no such curve, though single readings can be large; an effect the other way counts as inactive or inconclusive. Unless noted, on the % scale 0 is the no-effect control and ±100 the full control effect.

SMILES	HCMV antiviral	HCV inh	AmpC inh no detg	FBPA Giardia inh	Sm TGR inh	AmpC inh detg
CN1CCN(C(=O)Cn2c(C(F)(F)F)nc3ccccc32)CC1	-15	5%	-14%	4%	2%	2%
COc1ccc(OC)c(S(=O)(=O)Nc2cc3c(cc2C)n(C)c(=O)c(=O)n3C)c1	58	.	.	.	1%	?
NC(N)=Nc1ccc2[nH]c3c(c2c1)C[C@@]1(O)[C@H]2Cc4ccc(O)c5c4[C@@]1(CCN2CC1CC1)[C@H]3O5	.	?	-5%	-11%	0.79µM*	0%
O=C(c1ccccc1)N(CCN1CCOCC1)C1(C(=O)Nc2ccccc2)CCCCC1	-11	4%	13%	3%	7%	-9%
COc1ccc(NC(=O)Cn2nnc(C(=O)Nc3ccccc3C)c2N)cc1	5	1%	-17%	3%	-1%	?
COC(=O)c1ccc(C23CC4(C2)[C@H](CN(Cc2ccc(C(F)(F)F)cc2)[C@@H]4c2ccccc2)C3c2ccc(Cl)nc2)cc1 (some centres not stated)	41	?	5%	1%&0%	?	-8%
CCN1CCN(C(=O)/C=C\C(=O)O)CC1	20	0%	1%	-1%	2%	?
NS(=O)(=O)c1cccc(NC(=O)c2cccc(N3C(=O)c4ccccc4C3=O)c2)c1	-40	-2%	-24%	.	.	.
O=S(=O)(Nc1cccc(-c2ccc(N3CCCCCC3)nn2)c1)c1ccccc1Cl	-76*	11µM*	2.5µM*	.	3%	-11%
O=C(COc1cccnc1[N+](=O)[O-])Nc1cccc(S(=O)(=O)N2CCCCC2)c1	15	7%	-19%	-2%	-2%	-8%
C=C1C2(C(=O)NCc3ccco3)CCC(C2)C1(C)C (configuration not stated)	6	4%	-7%	-2%	-4%	0%
Cc1cccc(-n2c(C)cc(C=C3C(=O)c4ccccc4C3=O)c2C)c1	?	-21%	-25%	?	2%	-2%
O=C(CCS(=O)(=O)c1ccccc1)NC12CC3CC(CC(C3)C1)C2	-24	17%	-16%	8%	-1%	?
CCOc1ccccc1NC(=O)C(OC(=O)c1ccc(NC(=O)CC#N)cc1)c1ccccc1 (configuration not stated)	26	?	7.9µM*	.	-1%	-12%
Cc1ccc(NC(=O)COc2cccnc2[N+](=O)[O-])cc1S(=O)(=O)N1CCCCC1	-35	?	3%	-7%	-5%	?
CCc1cc2c(=O)[nH]c(-c3ccccn3)nc2s1	-101*	?	-19%	14%	-7%	2%
COc1cc(C(=O)O/N=C2\CCCc3c2ccc(OC)c3[N+](=O)[O-])cc(OC)c1OC	-23	14%	-13%	-7%	2%	-5%
O=C(NCCC(=O)N1CCCCC1)c1ccc(Br)cc1	-7	16%	-4%	.	-20%	-1%
O=C(COC(=O)c1ccc(CNS(=O)(=O)c2ccc(F)c(Cl)c2)cc1)NC1CCCCCCC1	2	5%	-18%	1%	6%	-7%
Cc1ccc(-c2nc3ccccn3c2Nc2ccccc2)o1	?	4%	-7%	2%	?	1%

Limited to Sm TGR inh and HCMV antiviral (2 entries from above):
SMILES,Sm TGR inh,HCMV antiviral
O=C(NCCC(=O)N1CCCCC1)c1ccc(Br)cc1,-20%,-7
O=C(COC(=O)c1ccc(CNS(=O)(=O)c2ccc(F)c(Cl)c2)cc1)NC1CCCCCCC1,6%,2

Next compounds follow.
SMILES	HCMV antiviral	HCV inh	AmpC inh no detg	FBPA Giardia inh	Sm TGR inh	AmpC inh detg
O=[N+]([O-])c1cc(Cl)cc(/C=N/NC(=S)Nc2cc(S(=O)(=O)N3CCOCC3)ccc2Cl)c1O	-22	?	-47%	23%	-22%	0%
COc1ccc(CCNS(=O)(=O)c2cc(/C=C/C(=O)O)ccc2C)cc1OC	-12	-7%	-16%	6%	.	2%
CCn1c(SCC#N)nc2ccccc2c1=O	0	-26%	-25%	7%	4%	3%
CN(C(=O)c1ccc(OC2CCN(CCc3ccccc3)CC2)cc1)C1CCCCC1	25	?	9%	2%	0%[57.1 µM]	-2%
CCC(=O)N1CCc2cc(S(=O)(=O)NCCC(=O)Nc3ccc(OC)c(OC)c3)ccc21	14	.	.	.	2%	3%
C=CCOc1ccccc1/C=N/NC(=O)c1ccc(Cl)cc1Cl	10	-18%	25µM*	-9%	-14%	1%
O=C(CSc1nnc(Cc2ccccc2)o1)Nc1ccccc1	?	18%	-13%	-7%	.	-9%
CCOc1ccccc1C(=O)NC1CCN(CC(=O)Nc2cc(OC)ccc2OC)CC1	?	11µM*	40%	-8%	-6%	?
CN1N=C(C(=O)N2CCN(c3ccc([N+](=O)[O-])cc3)CC2)CCC1=O	-20	10%	-12%	-1%	-1%	0%
CCN(CC)Cc1cc2[nH]c3c4ccc(Cl)cc4ncc3c2cc1OC	73	?	-8%	-6%	10%	-2%
O=C(CSc1n[nH]c(-c2ccncc2)n1)Nc1ccc(Cl)cc1	9	10%	-17%	-10%	0%	0%
O=C(/C=C\Nc1ccc2c(c1)OCO2)c1ccccn1	-81*	14%	-25%	-1%	2%	0%
CCOc1ccccc1N(CC(=O)Nc1ccccc1F)S(=O)(=O)c1ccccc1	-104*	?	-13%	11%	-19%	6%
CC(=O)NCCc1ccc(S(=O)(=O)Nc2ccc(NC(=O)c3ccc(F)cc3)cc2)cc1	61	10µM*	-23%	-2%	-1%	3%
Cc1cccc(C(=O)N2CCN(S(=O)(=O)c3ccc4c(c3)OCCCO4)CC2)c1[N+](=O)[O-]	17	-1%	280%	.	-11%	0%
COc1ccc(S(=O)(=O)N2CCCCC2)cc1NC(=O)CSc1ncnc2ccccc12	-19	?	36%	1%	2%	-10%
CCCn1nc2ccccc2c1P(=N)(N1CCOCC1)N1CCOCC1	-10	8%	-16%	0%	0%	-7%
Cc1ccc(NS(=O)(=O)c2ccc(-c3cnc(C4CC4)o3)cc2)cc1N(C)C	?	.	.	.	2%	6%
CCOC(=O)c1sc(NC(=O)c2cccc(S(=O)(=O)N3CCc4ccccc43)c2)c(C#N)c1C	-99*	10µM*	-31%	0%	0%	?
CCOC(=O)c1c(-c2ccccc2)oc2ccc(OC(C)C(=O)O)cc12 (configuration not stated)	-26	11%	-20%	?	1%	2%
Cc1ccc(S(=O)(=O)c2nc(-c3ccco3)oc2SCc2ccc(F)cc2)cc1	-23	.	.	.	?	5%
Cc1nc2ccccc2c(=O)n1-c1cccnc1	3	?	-20%	0%	8%	-1%
N#CCCNS(=O)(=O)c1ccc(C(=O)OCC(=O)Nc2ccc3c(c2)OCO3)cc1	-4	2%	-17%	.	-26%	-2%
COc1ccc2c3c(c(=O)oc2c1)C1O[C@](CCCCN2C(=O)c4ccccc4C2=O)(Cc2c1ccc1ccccc21)O3	.	.	-22%[11.4 µM]	-3%[12.9 µM]	7%[22.9 µM]	?
O=C(c1cccc(Cl)c1)N1CCN(Cc2c[nH]c3ccccc23)CC1	2	-2%	-1%	-1%	2%	-3%
CCN(CC(=O)NCC(=O)Nc1ccc(Br)cc1C)Cc1ccccc1	-5	-15%[8.37 µM]	?	.	3%	-15%
Cn1cccc1CC(=O)N/N=C/c1ccc([N+](=O)[O-])cc1	-25	14%	-32%	-3%	?	3%
Nc1ccc(S(=O)(=O)Nc2nc(-c3ccccc3)cc(-c3ccccc3)n2)cc1	-3	-16%	?	2%	8%	-3%
COc1ccc(NC(=O)C2CCN(Cc3cnn(-c4ccccc4)c3-n3cccc3)CC2)cc1OC	12	?	.	?	-4%	5%
CCC(C)[C@H](NC(=O)[C@H](Cc1ccccc1)n1c(=O)[nH]c2ccccc2c1=O)C(=O)NCC1CCC(C(=O)O)CC1 (some centres not stated)	-6	18%	-31%	5%	7%	?
COc1ccc(S(=O)(=O)N(C)c2ccc(C(=O)N3CCN(C)CC3)cc2)cc1	-17	10%	2%	15%	-4%	?
N#Cc1c2n(c3c(=O)[nH]cnc13)CCCC2	-37	20%	-1%	0%	1%	-8%
COc1cc(/C=N/NC(=O)CCn2c3ccccc3c3ccccc32)ccc1O	?	7.9µM*	-55%	-3%	9%	-2%
Cc1cccnc1NC(=O)/C=C/c1ccc2c(c1)OCO2	46	34%[activator]	-15%	-1%	5%	3%
O=C(NCCCn1ccnc1)c1cccc(S(=O)(=O)NCc2ccccc2)c1	?	-21%	-26%	4%	1%	3%
CCOC(=O)c1ccc(NC(=O)CCNS(=O)(=O)c2cc(Br)cnc2N)cc1	-8	-3%	-30%	.	-2%	0%

Gathered by group: those above containing an aryl methoxy group.
SMILES	HCMV antiviral	HCV inh	AmpC inh no detg	FBPA Giardia inh	Sm TGR inh	AmpC inh detg
COc1ccc(OC)c(S(=O)(=O)Nc2cc3c(cc2C)n(C)c(=O)c(=O)n3C)c1	58	.	.	.	1%	?
COc1ccc(NC(=O)Cn2nnc(C(=O)Nc3ccccc3C)c2N)cc1	5	1%	-17%	3%	-1%	?
COc1cc(C(=O)O/N=C2\CCCc3c2ccc(OC)c3[N+](=O)[O-])cc(OC)c1OC	-23	14%	-13%	-7%	2%	-5%
COc1ccc(CCNS(=O)(=O)c2cc(/C=C/C(=O)O)ccc2C)cc1OC	-12	-7%	-16%	6%	.	2%
CCC(=O)N1CCc2cc(S(=O)(=O)NCCC(=O)Nc3ccc(OC)c(OC)c3)ccc21	14	.	.	.	2%	3%
CCOc1ccccc1C(=O)NC1CCN(CC(=O)Nc2cc(OC)ccc2OC)CC1	?	11µM*	40%	-8%	-6%	?
CCN(CC)Cc1cc2[nH]c3c4ccc(Cl)cc4ncc3c2cc1OC	73	?	-8%	-6%	10%	-2%
COc1ccc(S(=O)(=O)N2CCCCC2)cc1NC(=O)CSc1ncnc2ccccc12	-19	?	36%	1%	2%	-10%
COc1ccc2c3c(c(=O)oc2c1)C1O[C@](CCCCN2C(=O)c4ccccc4C2=O)(Cc2c1ccc1ccccc21)O3	.	.	-22%[11.4 µM]	-3%[12.9 µM]	7%[22.9 µM]	?
COc1ccc(NC(=O)C2CCN(Cc3cnn(-c4ccccc4)c3-n3cccc3)CC2)cc1OC	12	?	.	?	-4%	5%
COc1ccc(S(=O)(=O)N(C)c2ccc(C(=O)N3CCN(C)CC3)cc2)cc1	-17	10%	2%	15%	-4%	?
COc1cc(/C=N/NC(=O)CCn2c3ccccc3c3ccccc32)ccc1O	?	7.9µM*	-55%	-3%	9%	-2%

Compound activity (PubChem)
